NR3A LBD binder = NR3A (human) ligand-binding domain modulation | Tm shift relative to glycine control, % at 25 µM | 2.5% of 340,000 active | NR3A LBD differential scanning fluorimetry, Tm shift; 0% = protein alone, 100% = glycine-bound protein;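 active = melting temperature shift of at least 10% of the positive control shift, at one fixed dose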
MIN6 prolif = MIN6 beta-cell proliferation induction. AID 2380. MIN6 cells proliferation, ATPlite luminescence, 48 h; cells starved in 0.2% serum; 100% = growth in 10% serum. proliferation, % at 10 µM. 0.29% of 330,000 active;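 active = compounds whose signal lies at least 3.5 SD above the mean of all wells on their plate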;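 also: 0% = DMSO-treated cells in low-serum medium and 100% = 10% serum control; some compounds called inactive have numbers as strong as hits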
APJ agonist = activates the human apelin receptor APJ; activation, % at 20 µM; AID 2520; 0.11% of 330,000 active; P35414; CHO-K1 APJ PathHunter beta-arrestin, luminescence; 0% DMSO wells, 100% apelin;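 active = activation more than six SD over the plate average, tested at 20 µM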;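 also: 0% = DMSO alone and 100% = apelin-13 at 10 nM; some results filed as inactive read as strong as hits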
Target sequence (P35414 whole entry, looked up): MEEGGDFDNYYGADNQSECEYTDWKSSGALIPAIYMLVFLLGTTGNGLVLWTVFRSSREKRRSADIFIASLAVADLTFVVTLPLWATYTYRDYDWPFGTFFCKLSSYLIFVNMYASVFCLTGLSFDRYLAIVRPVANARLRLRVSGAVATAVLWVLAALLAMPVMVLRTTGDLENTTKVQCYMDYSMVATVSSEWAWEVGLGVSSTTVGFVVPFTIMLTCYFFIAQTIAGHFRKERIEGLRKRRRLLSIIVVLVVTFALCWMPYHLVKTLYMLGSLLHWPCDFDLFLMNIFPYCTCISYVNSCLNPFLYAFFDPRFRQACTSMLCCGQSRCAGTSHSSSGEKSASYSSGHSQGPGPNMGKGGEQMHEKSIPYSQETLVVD
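assay system = CHO-K1 APJ beta-arrestin complementation cell line | input = cell density 1000 per well | dosing = compound 20 µM once, DMSO 1% | timing = compound 90 min 25 °C, reagent 1 h | measured by = luminescence from split beta-galactosidase complementation, Galacton Star/Emerald II substrate | read-out basis = APJ agonist activity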
NALP3 yeast inh = blocks the NALP3 inflammasome reconstituted in yeast; Yeast reconstituted NLRP3/ASC/caspase-1, beta-gal luminescence, 24 h; inhibition, % at 10 µM; 0.39% of 330,000 active;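 active = inhibition of 50% or more; inactive = inhibition below 50%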;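 also: plate controls were induced DMSO wells for no effect and uninduced yeast grown without galactose for full effect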
tim23-1 inh = tim23-1 yeast growth inhibition. S. cerevisiae tim23-1 growth, BacTiter-Glo luminescence, 24 h. inhibition, % at 20 µM. 1.3% of 330,000 active. AID 463212;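 active = growth inhibition of the mutant yeast at or above 50%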;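 also: temperature-sensitive mutant grown at 25 °C; plate controls were DMSO-treated mutant yeast for no effect and medium wells lacking yeast for full effect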
APJ antagonist = APJ receptor antagonism; inhibition, % at 20 µM; CHO-K1 APJ beta-arrestin complementation, luminescence; P35414; 0.32% of 330,000 active;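 active = inhibition above about 40% at 20 µM, limit read from the data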;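 also: cells challenged with 10 nM apelin-13 agonist together with compound; plate controls were apelin-13 plus DMSO wells for no effect and DMSO wells lacking apelin-13 for full effect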
tim10-1 inh = tim10-1 yeast growth inhibition; inhibition, % at 20 µM; 2.2% of 330,000 active; S. cerevisiae tim10-1 ts strain growth, BacTiter-Glo, 24 h;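 active = inhibition of at least 40%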;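 also: mutant grown at 25 °C; 0% = DMSO wells with yeast and 100% = wells holding no yeast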
TIM10 inh = growth inhibitors of TIM10 yeast strain; S. cerevisiae TIM10 strain growth, BacTiter-Glo luminescence, 24 h; inhibition, % at 10 µM; 1.4% of 330,000 active; AID 463195;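 active = inhibition of 40% or more at the single tested concentration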;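 also: wild-type TIM10 isogenic control strain grown at permissive 25 °C; 0% = DMSO yeast wells and 100% = minimal medium wells without yeast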
MPTP inh = blocks calcium-induced mitochondrial swelling; isolated mouse mitochondria, Ca2+ swelling absorbance, 30 min; inhibition, % at 10 µM; 1.4% of 360,000 active;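 active = inhibition of 50% or more, scaled per plate between neutral and stimulator controls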;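 also: 0% = DMSO wells given calcium and 100% = 1 mM EGTA wells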
* marks the source's active call; other numbers are inactive results; / = not tested or not shown. Rows are unselected; about 7.2% have a hit in one of these screens.

SMILES	NR3A LBD binder	MIN6 prolif	APJ agonist	NALP3 yeast inh	tim23-1 inh	APJ antagonist	tim10-1 inh	TIM10 inh	MPTP inh
Cc1ccc(/C=C/C(=O)NC(=S)Nc2ccc(S(=O)(=O)Nc3cc(C)on3)cc2)cc1	-6	0	-3	6	-11	21	-15	8	0.8
CC(CCc1ccccc1)NC(=O)COc1ccc(S(=O)(=O)N2CCOCC2)cc1[N+](=O)[O-] (stereo not drawn)	13*	0	3	24	5	-3	14	21	12
COc1ccc(CNC(=O)c2coc(=O)c3ccccc23)cc1	-1	-3	-1	4	6	4	7	-3	-0.6
COc1ccc(N2C(=O)CS/C2=C\[N+](=O)[O-])cc1	0	-3	-3	6	15	7	26	10	-0.1
CCOC(=O)N/N=C/c1c(C)c(C(=O)c2ccc(F)cc2)n2ccccc12	1	3	-4	25	37	4	40	44*	2.8
O=C(NCc1ccccc1)C1CCCN(S(=O)(=O)c2cccnc2)C1 (stereo not drawn)	-3	4	0	6	4	9	2	5	10
Cn1c(SCC(=O)c2ccc3c(c2)NC(=O)CO3)nc2ccccc21	-1	-2	-1	15	-7	-9	-11	0	-2.9
CCCCNS(=O)(=O)c1ccc2nc(-c3cccnc3)cc(C(=O)NCCCOCC)c2c1	/	2	3	-3	8	-4	10	15	/
Cc1ccc(-c2nn(Cc3ccccc3)cc2C(=O)N2CCN(c3ccccn3)CC2)cc1	2	-2	-5	13	21	-9	10	7	-0.7
CCC(=O)Nc1cccc(Br)c1	0	-1	-2	9	13	10	13	-1	-3.8
CC(C)c1ccc(S(=O)(=O)N2CCCCC2)cc1	0	3	-2	-11	19	19	22	21	0.2
Cc1cc(-c2ccccc2)nc(N/N=C/c2ccc([N+](=O)[O-])cc2)n1	24*	0	0	12	16	-29	23	27	0.4

Sorted by length of the SMILES (descending): part of the list above.
SMILES	NR3A LBD binder	MIN6 prolif	APJ agonist	NALP3 yeast inh	tim23-1 inh	APJ antagonist	tim10-1 inh	TIM10 inh	MPTP inh
CCCCNS(=O)(=O)c1ccc2nc(-c3cccnc3)cc(C(=O)NCCCOCC)c2c1	/	2	3	-3	8	-4	10	15	/
COc1ccc(N2C(=O)CS/C2=C\[N+](=O)[O-])cc1	0	-3	-3	6	15	7	26	10	-0.1
CC(C)c1ccc(S(=O)(=O)N2CCCCC2)cc1	0	3	-2	-11	19	19	22	21	0.2
CCC(=O)Nc1cccc(Br)c1	0	-1	-2	9	13	10	13	-1	-3.8

Next section.
SMILES	NR3A LBD binder	MIN6 prolif	APJ agonist	NALP3 yeast inh	tim23-1 inh	APJ antagonist	tim10-1 inh	TIM10 inh	MPTP inh
COc1cccc(NC(=O)Nc2ccncc2)c1	1	-3	3	14	-1	-21	1	-15	12
Oc1ccc(NC(=S)N=Nc2c(O)[nH]c3ccccc23)cc1	-9	-3	-5	10	6	19	1	4	-0.2
CC(=O)Nc1ccc(S(=O)(=O)N2CCC(c3nnc(-c4ccc(C)cc4)o3)CC2)cc1	3	0	-2	-7	1	13	13	3	0.9
Cc1ccc2c(C)c(C(=O)N3CCN(Cc4ccc5c(c4)OCO5)CC3)oc2c1C	-1	-5	-3	20	43	2	47*	20	1.4
CCCc1nc(NCc2ccncc2)c2nnn(Cc3ccccc3F)c2n1	-2	-3	2	14	-8	-2	5	10	2.4
CS(=O)(=O)c1ccc(C(=O)N(CCc2ccccc2)Cc2ccccc2)cc1	0	0	-9	19	26	10	23	4	-0.1
COCCN(Cc1ccccc1)C(=O)C1CCN(S(=O)(=O)c2ccc3c(c2)OCCO3)CC1	1	-2	0	23	-12	14	-5	9	-1.2
CC(C)CCn1cnc2c(NCc3ccccc3)ncnc21	1	-2	-5	39	19	3	8	-13	-3.0
Cc1cc(C)c(S(=O)(=O)N(C)CC(=O)NCCCn2ccnc2)c(C)c1	-1	0	-1	2	16	-5	2	-11	-1.5
O=C(CN1CCC(n2nnc3cc(F)ccc32)CC1)NC1CC1	0	-1	-1	4	8	0	2	-5	-0.3
C/C(=N\NC(=O)CN1CCN(S(=O)(=O)c2ccc(C)cc2)CC1)c1ccncc1	1	-2	-5	16	1	1	3	6	0.9
CS(=O)(=O)N1CCN(c2ncnc3c2cnn3-c2ccccc2)CC1	-1	1	1	-9	0	-10	14	9	1.3
COc1cc(/C=C2/NC(=O)NC2=O)cc(Br)c1OCc1cccc(C(=O)O)c1	0	-3	-3	4	19	2	8	-3	-1.0
CCCN(C(=O)C1CC(=O)N(c2ccccc2C(C)CC)C1)C1CCS(=O)(=O)C1 (stereo not drawn)	0	1	1	-3	9	-1	1	1	-1.5
Cc1cc(N2CCN(C3CCCCC3)CC2)n2nc(C)nc2n1	-3	-1	-2	3	19	9	11	8	-0.5
C#CCSc1nc2[nH]ncc2c(=O)[nH]1	0	3	-3	1	0	10	-18	-1	-0.9
COc1cc(SC)ccc1C(=O)OCC(=O)NC1CC1	0	5	0	0	-9	3	9	2	0.0
C[C@H](NC(=O)c1nc[nH]c1C(=O)N[C@@H](CCCCNC(=O)OC(C)(C)C)C(=O)OC(C)(C)C)C(=O)OCc1ccccc1	-6	-7	-5	11	-20	13	16	-10	1.7
Cc1ccc(C)c(NS(=O)(=O)c2ccccc2C)c1	0	0	-3	33	34	9	18	8	0.6
Cc1cc(S(=O)(=O)n2cnc3ccccc32)c(C)cc1Cl	0	-2	1	3	-3	-12	-8	0	-1.5
CCC(C(=O)NC1CCCC1)N(C(=O)Cn1nnc(-c2ccc(C)cc2)n1)C1CCCC1 (stereo not drawn)	-2	-3	-4	-8	28	-1	26	5	-13
O=S(=O)(O)c1cc(OS(=O)(=O)c2ccccc2)cc2ccccc12	1	-1	0	-34	-1	8	3	2	-0.7
O=C(NC1CCCC1)C1CCN(C(=O)c2cccc(Cl)c2)CC1	-1	4	0	8	14	-2	15	-17	0.3
COC(=O)c1scc(C)c1S(=O)(=O)Nc1ccc(C)cc1	0	1	-3	24	25	14	-24	-7	1.1
C/C(=N/NC(=O)c1cccc(C)c1)c1c(O)cc(C)oc1=O	1	0	-2	8	5	-1	-1	6	0.3
Cc1nn(C)cc1CNC(=O)c1ccc(Br)o1	-2	1	-5	3	5	2	9	1	-0.2
Cc1ccccc1[C@@H]1C(C#N)=C(N)S[C@H]1C(=O)c1ccccc1	-4	-4	-5	-12	14	5	28	27	11
CC1CCCCC1n1c(=S)[nH]c2ccccc2c1=O (stereo not drawn)	-10	-4	-3	0	38	2	42*	34	1.7
COc1ccc(/C=C/C(=O)Nc2ccc(NC(C)=O)cc2)cc1S(=O)(=O)N1CCOCC1	-2	0	-4	9	3	18	10	96*	0.1
O=C(C1CCC(=O)N1Cc1cccs1)N1CCOCC1 (stereo not drawn)	0	1	-4	18	-2	1	7	-2	-0.5
CC(C)C(NC(=O)CN(c1cccc(F)c1)S(C)(=O)=O)C(C)C	0	-2	-1	2	15	5	4	18	0.7
COc1ccc(S(=O)(=O)N2CCOC23CCN(S(=O)(=O)c2cc(C)ccc2C)CC3)cc1	1	0	7	16	-5	-45	-6	-12	-2.7
CN1CCN(c2ccc(CNS(=O)(=O)c3ccc(Cl)cc3)cc2)CC1	2	-2	-6	14	-5	-11	-12	-4	1.6
Cc1ccc(OCC(=O)NCCCNC(=O)c2ccccn2)cc1C	-1	-4	0	19	3	11	1	11	-0.9
COc1ccccc1C(CCNCc1ccccc1)c1ccc(OC(C)C)cc1 (stereo not drawn)	0	-6	-7	13	32	10	41*	21	4.4
NC(=S)N/N=C/c1cc([N+](=O)[O-])ccc1OCCOc1ccccc1	1	-3	7	15	-1	14	-7	-1	-0.3
CC1CCCC(C)N1/N=C/c1cccc(Br)c1 (stereo not drawn)	-3	-2	-5	9	10	-16	-4	10	-1.2
CN(c1ccccc1C(=O)NCc1ccccc1Cl)S(=O)(=O)c1ccccc1	1	3	0	21	23	-7	13	-13	-0.1
CCN(CC(=O)Nc1ccc(NC(C)=O)cc1)C(=O)/C=C/c1c(C)nn(-c2ccc(F)cc2)c1C	0	-4	-3	1	14	24	3	2	2.3
CCCS(=O)(=O)N1CCC(C(=O)NCc2cccnc2)CC1	2	-3	-3	9	-2	5	-2	-2	-0.7
COc1nc(N)c(S(=O)(=O)c2ccc(C)cc2)cc1C#N	3	5	-3	0	27	14	28	20	-0.1
Cc1nnc(SCC(=O)N(C(C)C)C(C)C)[nH]c1=O	-2	0	-2	8	13	19	0	-6	0.1
Cc1sc(NC(=O)CSc2nnnn2C2CCCCC2)c(C#N)c1C	1	-2	-3	-10	20	-4	17	17	5.0
COc1ccc(-n2ncc3c(=O)n(CC(=O)N4CCCc5ccccc54)cnc32)cc1	1	1	-4	9	-6	-1	3	-4	-2.7
CCN(CC)CCNC(=O)/C(=C/c1cn(C)c2ccccc12)NC(=O)c1ccc(OC)c(OC)c1	0	-2	1	2	1	12	-5	-2	0.6
Clc1ccc(C2[C@H]3CN(CC4CCCCC4)[C@H](c4ccccc4)C34CC2(c2ccccc2)C4)cn1 (stereo partly drawn)	-1	-8	2	11	13	-23	10	6	0.7
CSc1ccc(CN2CCCN(C)CC2)cc1	-1	-1	2	12	-10	14	-10	-8	-0.3
CCc1nn(CC(=O)Nc2cc(C)ccc2C)c(=N)s1	-2	1	-1	-1	-1	14	3	-20	1.0
CCn1c(CNC(=O)c2ccccc2F)cc2ccccc21	1	0	-5	42	10	15	4	-1	0.6
O=C(CCl)N1CCN2C(=O)c3ccccc3C12c1ccc(Cl)cc1 (stereo not drawn)	2	-7	-4	29	45	-10	3	32	-0.8
CCc1nnc(NC(=O)CCN(c2cc(C)cc(C)c2)S(=O)(=O)c2ccc(Cl)cc2)s1	4	-1	-4	-1	-27	-6	0	-16	0.6
COC(=O)c1c(NC(=O)CCC(=O)O)sc2c1CCCCC2	-2	0	0	27	13	-1	6	5	-0.4
O=C(COC(=O)C1=COCCO1)NC1CCCCC1	1	-1	0	-19	2	5	26	0	-0.7
O=C1CC2(CCN(C(=O)C3CC(=O)N(c4ccccc4)C3)CC2)Oc2ccccc21 (stereo not drawn)	2	-1	-6	4	-17	-49	-50	-25	-0.6
O=C(NCCC1=CCCCC1)c1cc2ccccc2oc1=O	1	-3	-5	8	30	23	33	28	1.6
COC(=O)c1c(NC(=O)CSc2ncnc3ccccc23)sc(C)c1C	2	-3	-1	19	2	12	4	-9	7.8
CCn1c(Cc2ccccc2)nnc1SCC(=O)Nc1ccc(C)cc1	0	-1	-2	21	10	11	14	1	-0.3
CCCCOC(=O)CSCC(=O)Nc1cc(C)on1	-1	-1	0	-8	5	8	3	7	0.6
O=C(CN(CCc1ccccc1)Cc1ccccc1)Oc1ccccc1P(=O)(O)O	-1	-3	-4	19	0	2	8	-14	0.4
CC(C)[C@H](NC(=O)[C@H](CCCN=C(N)N)NC(=O)NC(Cc1ccccc1)C(=O)O)C(=O)NC(C=O)CCCN=C(N)N (stereo partly drawn)	1	-1	-4	24	3	12	2	-4	-2.1
CCN(CC(=O)Nc1ccc(C(C)=O)cc1)CC(=O)Nc1cccc(OC)c1	2	-2	0	3	15	2	6	-1	1.1
Cn1nnnc1Sc1ncnc2scc(-c3cccc4c3sc3ccccc34)c12	-1	-6	-1	-37	38	-7	17	27	0.5
C=CCNC(=O)c1cccc(OC2CCN(CC(C)(C)C)CC2)c1	0	-4	-3	11	12	-3	13	-1	-1.7

Bioassay records: PubChem BioAssay, Sanford-Burnham Center for Chemical Genomics
